Screens from PubChem BioAssay.
ELG1 genotoxic = genotoxicity induction in ELG1-luciferase HEK293T cells | HEK293T ELG1-luciferase reporter, luminescence, 16 h | Potency, µM (doses to about 46 µM), inactives show top-dose activity change, positive = activation, usual class: activators | 1.3% of 330,000 active; also: % of control where 0% means no effect; nearly all actives have a fitted effect of over 60% in size
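DMSO vehicle served as control against compound-treated ELG1-luciferase HEK293T cells; exposure lasted 16 hr at 37 °C and 5% CO2, followed by ONE-Glo luminescence detection after 30 min.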
MBNL1 CUG block = blocks human MBNL1 binding to CUG repeat RNA. Q9NR56. TR-FRET MBNL1-His/biotin-(CUG)12 binding, 665/545 ratio. Potency, µM (top dose mostly 57.5 µM), without a hit: top-dose activity change, negative = inhibition, usual class: inhibitors. 0.036% of 280,000 active; active = well fitted inhibition curve with a large enough effect in the signal ratio, with a control signal flat, not every such curve was filed as active; inconclusive = small, poorly fitted or top-dose-only effect, or effect the other way, or a change in a side signal; inactive = no such curve, though single readings can be large or run the other way; the % refers to the signal ratio; also: % is scaled to controls: 0 for no effect and ±100 for the full control effect
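Compounds (final 92 nM to 58 uM) are added to His-tagged MBNL1 and biotin-(CUG)12, then terbium anti-His antibody and streptavidin-XL665 (5 nM final). After 60 min at room temperature, the 665/545 nm ratio is read.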
p53 reactivator = re-activators of mutant p53; H1299 p53-A138V BP100-luciferase reporter, luminescence, 24 h; AID 504706; 0.063% of 320,000 active; Potency, µM (highest dose often 92.2 µM), for the others: at the top dose activity change, positive = activation, usual class: activators; also: % of control where 0% means no effect; nearly all actives have a fitted effect of over 45% in size
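p53-null H1299 cells stably carrying temperature-sensitive p53-A138V and a BP100-luciferase reporter were pinned with compounds (4-point, 1:5 series) and held 24 hrs at 37 deg C. Luminescence was read 10 min after detection reagent.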
FLuc counter = counter-screen for miR-21 project: firefly luciferase inhibitors or activators. P08659. purified FLuc, Km substrates, luminescence inhibition. Potency, µM (titrated, usually from 57.5 µM), for inactives: at the highest dose activity change, negative = inhibition, most hits filed as inhibitors. 6.9% of 360,000 active. AID 588342;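 also: plate controls were vehicle for no effect and reference inhibitor for full effect; nearly all actives have a fitted effect of over 55% in size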
Target sequence (P08659 whole entry, looked up): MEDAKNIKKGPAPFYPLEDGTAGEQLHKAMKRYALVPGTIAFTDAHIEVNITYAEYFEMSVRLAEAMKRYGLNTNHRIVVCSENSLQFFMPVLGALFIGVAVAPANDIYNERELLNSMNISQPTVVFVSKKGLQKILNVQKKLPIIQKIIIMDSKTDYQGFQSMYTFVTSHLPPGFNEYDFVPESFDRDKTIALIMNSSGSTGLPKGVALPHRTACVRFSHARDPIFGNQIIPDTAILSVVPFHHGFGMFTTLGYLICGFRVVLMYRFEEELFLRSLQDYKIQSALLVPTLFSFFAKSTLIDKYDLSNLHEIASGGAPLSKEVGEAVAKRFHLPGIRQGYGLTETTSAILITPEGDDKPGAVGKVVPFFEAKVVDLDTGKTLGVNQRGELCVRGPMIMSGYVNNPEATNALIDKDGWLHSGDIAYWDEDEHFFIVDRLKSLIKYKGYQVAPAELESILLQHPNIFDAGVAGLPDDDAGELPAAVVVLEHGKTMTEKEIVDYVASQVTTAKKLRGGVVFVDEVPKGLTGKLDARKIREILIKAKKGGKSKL
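Purified P. pyralis luciferase, 10 nM final, with Km-level 10 uM D-luciferin and 10 uM ATP in 50 mM Tris acetate pH 7.5, 10 mM Mg acetate, 0.01% Tween-20, 0.05% BSA; 6-point qHTS titration about 60 µM downward; luminescence read.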
uPA generation = blocks generation of uPA at the cell surface; 0.31% of 330,000 active; AID 540303; Potency, µM (series often up to 38.3 µM), for the others: top-dose activity change, negative = inhibition, most hits filed as inhibitors; cell surface uPA generation assay, qHTS; active = well fitted inhibition curve with a large enough effect; inconclusive = small, poorly fitted or top-dose-only effect; inactive = no such curve, though single readings can be large or run the other way; tested in mouse RAW 264.7 cells; also: % is scaled to controls: 0 for no effect and ±100 for the full control effect; nearly all actives have a fitted effect of over 55% in size
Rab9 promoter act = activates the Rab9 promoter; Potency, µM (top dose mostly 9.22 µM), inactives show top-dose activation, negative = inhibition, usual class: activators; Huh7 Rab9 promoter-luciferase reporter, luminescence, 24 h; 2.8% of 320,000 active; also: % of control where 0% means no effect; nearly all actives have a fitted effect of over 60% in size
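Huh7 reporter line, Rab9 promoter upstream of luciferase. Compound exposure 24 h at 37 °C in reduced-serum medium with 10% FBS. Read-out: luminescence.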
BRCA1 expr up = BRCA1 expression activation. Potency, µM (doses to about 46.1 µM), for inactives: top-dose activation, usual class: activators. 1.1% of 380,000 active. AID 624202. MCF7-BRCA1-FFLuc reporter, luminescence, 48 h; response scale: scaled: vehicle 0%, 10 µM genistein 100%; also: nearly all actives have a fitted effect of over 80% in size; some results filed as inactive show a strong effect at the top dose
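MCF7 cells carrying a BRCA1-firefly luciferase reporter (2000 cells/well, phenol-red free MEM) were attached for 2 h at 37 °C, then given compounds for 48 h. Luminescence was read 15 min after luciferase reagent; activity normalized to genistein (10 microM) and DMSO.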
NPC1 prom act = activators of NPC1 promoter; Huh7 NPC1 promoter luciferase reporter, 24 h; Potency, µM (highest dose often 9.22 µM), inactives show at the top dose activation, most hits filed as activators; 2.4% of 320,000 active; AID 485313;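 also: % of control where 0% means no effect; nearly all actives have a fitted effect of over 60% in size; reporter is driven by a mutant NPC1 promoter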
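Cells: Huh7 expressing luciferase under the NPC1 promoter, 1500/well. Seeded 2 h, compound added, incubated 24 h at 37 °C. Luciferase reagent, 10 min ambient, then luminescence.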
VP16 counter = Gal4-VP16 reporter inhibition counter-screen; Potency, µM (top dose mostly 53.6 µM), for the others: top-dose activity, negative = inhibition, usual class: inhibitors; Drosophila S2 Gal4-VP16 UAS-luciferase, luminescence, 20 h; AID 2546; 3.5% of 310,000 active;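 also: Gal4-VP16 expression switched on by copper sulfate through the metallothionein promoter; % is scaled to controls: 0 for no effect and ±100 for the full control effect; nearly all actives have a fitted effect of over 50% in size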
RORgamma inh = blocks mouse ROR gamma transcriptional activity. Drosophila S2 Gal4-RORgamma UAS-luciferase reporter, 20 h. Potency, µM (top dose mostly 53.6 µM), for the others: top-dose activity change, negative = inhibition, usual class: inhibitors. 5.4% of 310,000 active; also: % is scaled to controls: 0 for no effect and ±100 for the full control effect; nearly all actives have a fitted effect of over 60% in size
Target sequence (P51450 whole entry, looked up, the tested form may be a part): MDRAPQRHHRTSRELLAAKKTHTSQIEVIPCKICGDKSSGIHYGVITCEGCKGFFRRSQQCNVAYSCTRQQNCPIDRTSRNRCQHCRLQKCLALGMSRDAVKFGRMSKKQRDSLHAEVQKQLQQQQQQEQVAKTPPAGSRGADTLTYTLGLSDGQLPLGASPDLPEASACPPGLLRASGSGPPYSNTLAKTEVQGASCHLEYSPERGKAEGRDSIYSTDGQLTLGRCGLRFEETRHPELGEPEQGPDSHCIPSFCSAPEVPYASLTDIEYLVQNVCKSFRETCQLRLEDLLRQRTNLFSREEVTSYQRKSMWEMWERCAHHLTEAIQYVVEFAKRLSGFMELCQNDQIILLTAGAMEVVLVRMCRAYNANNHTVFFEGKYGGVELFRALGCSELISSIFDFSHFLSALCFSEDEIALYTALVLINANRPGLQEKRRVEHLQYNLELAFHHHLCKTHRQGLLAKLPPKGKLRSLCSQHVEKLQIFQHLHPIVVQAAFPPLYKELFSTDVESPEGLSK
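Luminescence from a UAS-regulated Photinus luciferase reporter in stably transfected Drosophila Schneider cells is measured; decreased signal marks ROR gamma inhibition. Fusion expression is induced by 700 uM copper sulfate for 20 hr.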
CXXC DNA block = blocks binding of human MLL CXXC domain to DNA; Q03164; MLL-CXXC / FITC-HOXA9 DNA fluorescence polarization; Potency, µM (top dose mostly 115 µM), for the others: at the top dose activity change, negative = inhibition, most hits filed as inhibitors; 0.037% of 290,000 active; AID 2662; active = well fitted inhibition curve with a large enough effect in the polarisation, with a control signal flat, not every such curve was filed as active; inconclusive = small, poorly fitted or top-dose-only effect, or effect the other way, or a change in a side signal; inactive = no such curve, though single readings can be large or run the other way; the % refers to the polarisation
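Steps: dispense CXXC domain solution (7 uM) → pin compounds or unlabeled HOX-A9 DNA control → 5 min ambient → add FLSN-HOX-A9 solution (50 nM) → spin → 30 min ambient → fluorescence polarization. Tris pH 7.5/NaCl/DTT/BSA buffer.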
An asterisk follows results filed as active; ? = inconclusive; nt = no result given; [ ] = remark or other dose. Unless noted, calls follow the shape of the dose curve; as a rule, active = well fitted curve in the direction sought with a large enough effect; inconclusive = small, poorly fitted or top-dose-only effect, or another doubt; inactive = no such curve, though single readings can be large; an effect the other way counts as inactive or inconclusive. Potency is read from the fitted curve at half-maximal effect. Not all compounds are listed; the hit share may differ from the screen's.

SMILES	ELG1 genotoxic	MBNL1 CUG block	p53 reactivator	FLuc counter	uPA generation	Rab9 promoter act	BRCA1 expr up	NPC1 prom act	VP16 counter	RORgamma inh	CXXC DNA block
Cc1nnc(SCC(=O)NNC(=O)c2ccc(Cl)cc2)n1CC1CCCO1 (stereo not drawn)	3.0%	?	-0.2%	1.1%	3.8%	-1.5%	9.3%	0.2%	-13.8%	15.0%	-1.4%
O=[N+]([O-])c1ccc(C(O)CN2CCOCC2)cc1 (stereo not drawn)	-21.3%	25.8%	-2.7%	-0.3%	-0.3%	-2.5%	-22.4%	-1.2%	-14.2%	-7.8%	-7.8%
Cc1ccc(Nc2nc(-c3ccc(O)cc3O)cs2)nc1	?	8.9%	15.5%	2.39µM*	5.8%	1.41µM*	-5.6%	2µM*	11.2µM*	8.91µM*	6.8%
Nc1nc(Nc2ccc(Cl)cc2)nc2ccccc12	?	-9.1%	?	0.426µM*	-12.3%	0.501µM*	?	0.631µM*	?	-38.3%	-1.0%
O=C(CCNS(=O)(=O)c1cccc2nsnc12)NCc1ccccc1Cl	-1.7%	?	1.1%	4.0%	-0.5%	-1.7%	-1.6%	-0.5%	-19.1%	5.4%	-2.9%
CCOc1cccc(/C(O)=C2/C(=O)C(=O)N(CCOC)C2c2ccco2)c1 (stereo not drawn)	-4.5%	?	7.9%	1.6%	2.6%	-1.0%	16.2%	3.4%	-4.7%	21.6%	-5.7%
COC(=O)c1cccc(-c2ccc(C(c3c(C)[nH][nH]c3=O)c3c(C)[nH][nH]c3=O)o2)c1	1.0%	11.2%	2.0%	?	-4.8%	-3.7%	0.9%	-1.4%	-15.1%	11.2µM*	?
S=C(NCCCN1CCOCC1)N1CCN(c2nc(-c3ccccc3)cs2)CC1	-8.7%	-15.6%	-4.5%	-14.7%	3.0%	-18.3%	2.3%	-7.9%	-4.6%	-19.4%	0.0%
O=C(O)c1cccc(NCc2ccncc2)c1	4.7%	-5.4%	-0.4%	-0.3%	nt	-2.1%	nt	0.6%	-15.2%	-2.1%	4.4%
COC(=O)c1nc(NC(C)=O)n[nH]1	3.7%	3.2%	-7.0%	3.2%	nt	5.2%	nt	-3.3%	-7.3%	-0.2%	19.5%
CCOC(=O)COc1ccc(/C=C2/SC(=Nc3ccccc3)N(Cc3cccnc3)C2=O)cc1OC	-0.3%	5.6%	-5.8%	0.7%	-5.7%	-6.4%	-27.1%	-3.5%	0.0%	-32.9%	0.6%
COc1ccc(C(=O)O/N=C2\CCS(=O)(=O)c3sccc32)cc1	3.6%	7.1%	4.4%	1.9µM*	-63.4%	-4.5%	2.0%	-4.1%	2.2%	24.8%	83.4%[activator]
CCN(CC(=O)Nc1ccccc1OC)C(=O)CN1C(=O)NC(C)(c2ccc(C)cc2)C1=O (stereo not drawn)	-1.0%	nt	-8.5%	-2.7%	-27.8%	-3.7%	-17.5%	-1.7%	nt	nt	nt
COc1ccc(C(=O)OCC(=O)Nc2ccc3[nH]c(=O)[nH]c3c2)c(OC)c1OC	13.5%	nt	2.5%	0.8%	4.3%	3.3%	-0.6%	4.3%	nt	nt	nt
O=C(NC1CCC(O)CC1)c1cccc2cccnc12 (stereo not drawn)	9.4%	2.0%	1.3%	4.6%	0.5%	-4.0%	-25.7%	4.6%	-10.1%	-16.8%	12.9%
Cc1ccc2c(c1)nnn2C1CCN(CC(=O)Nc2ccc3c(c2)OCCO3)CC1	-1.4%	-10.9%	2.2%	-16.2%	-0.9%	0.4%	-7.4%	0.4%	-5.3%	25.3%	6.2%
CC1CN(S(=O)(=O)c2cccc(C(=O)NCc3ccc4c(c3)OCO4)c2)CC(C)O1 (stereo not drawn)	-8.4%	-3.9%	-5.7%	-0.7%	0.5%	3.9%	0.6%	-2.9%	7.9%	-14.4%[10 µM]	2.8%
Cc1nn(C)c(C)c1CN(C)S(=O)(=O)c1ccc2ccccc2c1	2.3%	2.2%	-3.0%	4.4%	-8.6%	-37.4%[inhibitor]	-29.0%	-33.5%[inhibitor]	5.01µM*	?	-9.8%
O=C(O)CSc1cc(C(F)(F)F)nc(-c2ccccn2)n1	-0.4%	-2.8%	-5.1%	2.4%	1.9%	4.7%	-1.6%	0.2%	-1.3%	-12.1%	-11.6%
CCOC(=O)c1sc2nc(N3CCOCC3)c3c(c2c1N)CCN(Cc1ccccc1)C3	-0.7%	17.2%	0.9%	-1.9%	-2.8%	-8.3%	-18.0%	-6.2%	-3.2%	24.5%	-3.2%
COC(=O)c1ccccc1NC(=O)c1noc2c1CCCC2	8.1%	-8.8%	1.8%	16.9µM*	nt	4.9%	27.8%	6.8%	-1.1%	8.5%	-1.2%
CCOC(=O)c1nn(-c2ccccc2F)c2nc(Nc3ccccc3)cc(=O)n12	2.8%	34.0%[activator][11.5 µM]	-0.4%	2.9%	2.6%	-0.4%	-21.0%	-0.6%	-9.8%	-27.5%	1.6%
Cc1cc(O)cc(O)c1C(=O)Cc1ccccc1	-11.3%	-10.0%	10.7%	-9.5%	-1.1%	2.1%	19.9%	-1.8%	?	?	11.2%
COc1ccc(N=c2scc(C)n2CCCN2CCCC2=O)cc1	1.8%	-0.5%	0.7%	5.8%	3.7%	14.0%	-37.2%	-3.1%	-12.5%	-1.9%	3.8%
COc1cc(CN2CCN(Cc3c[nH]c4ccccc34)CC2CCO)cc(OC)c1 (stereo not drawn)	0.5%	-4.6%	?	-2.3%	-16.5%	6.5%	-20.7%	-0.2%	-4.8%	-4.4%	-5.6%
CC(=O)OC[C@H]1O[C@@H](O/N=C/[C@@H](C)[C@H](OCc2ccccc2)C(C)C)[C@H](OC(C)=O)[C@@H](OC(C)=O)[C@@H]1OC(C)=O	-1.8%	-8.7%	-0.3%	-0.4%	nt	-1.3%	nt	-2.7%	-14.9%	41.7%	-1.6%
O=C(NC(=S)Nc1nc(-c2cccc([N+](=O)[O-])c2)cs1)c1ccccc1Cl	1.6%	-2.2%	-2.1%	-6.6%	2.2%	-7.2%	-31.8%	-0.9%	-9.5%	-23.1%	-4.7%
COc1ccc(/C=N/NC(=O)c2nc(-c3ccccc3)cc(-c3ccccc3)n2)cc1OC	-1.0%	13.5%	20.5%	2.39µM*	-3.9%	-3.0%	29.5%	3.1%	-5.5%	35.5%	-20.3%
O=C(NCC(c1cccnc1)N1CCOCC1)c1cccs1 (stereo not drawn)	1.5%	1.9%	-0.9%	4.9%	3.2%	-6.5%	-2.4%	1.3%	-7.8%	?	2.0%
Cc1ccc(-c2c(C)n([O-])c3c([n+]2=O)CCCCC3)o1	2.7%	15.9%	18.7%	-0.1%	-1.3%	4.3%	9.5%	-4.4%	-0.5%	1.5%	9.1%
C=CCOc1ccnc(-c2ccccc2)n1	-0.5%	9.4%	0.4%	-20.0%	0.2%	-5.1%	0.0%	0.4%	-2.8%	10.8%	0.4%
Cc1ccccc1NC(=O)c1sc(NC(=O)COc2ccccc2)c(C#N)c1C	-8.7%	nt	-0.4%	2.2%	-0.2%	-5.5%	-26.4%	-4.2%	-16.6%	33.8%	-0.2%
O=C(Cn1cnc2c(oc3ccccc32)c1=O)N1CCN(c2ccccc2)CC1	nt	0.6%	nt	-19.9%	4.0%	nt	-10.2%	nt	10.2%	26.1%	3.5%
O=C(CNC(=O)C(c1ccccc1)c1ccccc1)N/N=C/c1ccc(O)c([N+](=O)[O-])c1	3.0%	?	-1.7%	1.2%	-20.9%	-3.8%	-1.7%	1.8%	-9.8%	?	-9.5%
CCOC(=O)C(=O)NNc1cccc(C)c1C	2.4%	5.8%	-6.1%	1.4%	7.4%	-3.3%	-6.2%	-2.5%	-30.5%	-0.4%	17.0%
O=S(=O)(NCc1ccccc1)[C@@H]1CC2C=CC1C2 (stereo partly drawn)	0.5%	nt	2.2%	2.1%	0.9%	-5.0%	0.1%	0.1%	nt	nt	nt
COc1ccccc1NC(=O)N1CCC(c2nc3cc(C)c(C)cc3[nH]2)CC1	?	-16.8%	?	?	-10.7%	-26.4%	-67.4%	-7.6%	-19.8%	9.9%	0.9%
C/C(=N/NC(=O)c1ccc2c(c1)OCO2)c1cccc([N+](=O)[O-])c1	8.2µM*	?	29.3%	6.01µM*	-4.1%	2.24µM*	5.01µM*	2µM*	-4.9%	0.7%	9.0%
CCS(=O)(=O)c1ccc(-c2csc(-c3ccccc3)n2)c(Cl)c1Cl	20.6µM*	14.7%	11.4%	23.9µM*	-9.2%	-1.0%	-6.2%	8.2%	3.0%[0.365 µM]	?	4.8%
